# Screening data deposited in PubChem by several laboratories.
# Mcl1 Noxa PPI: Mcl-1/Noxa interaction inhibition; 1.5% of 220,000 active; Q07820; inhibition, % at 21.7 µM; TR-FRET Mcl-1/Noxa peptide binding, 2 h; AID 1022;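 active means compounds that cut the protein-peptide binding signal by more than 50% relative to plate controls in a single-dose test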;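 further: His-tagged Mcl-1 with rhodamine Noxa BH3 peptide and terbium anti-His antibody; 0% = Mcl-1 plus Noxa peptide wells and 100% = peptide-only wells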
# Target sequence (Q07820 whole entry, looked up): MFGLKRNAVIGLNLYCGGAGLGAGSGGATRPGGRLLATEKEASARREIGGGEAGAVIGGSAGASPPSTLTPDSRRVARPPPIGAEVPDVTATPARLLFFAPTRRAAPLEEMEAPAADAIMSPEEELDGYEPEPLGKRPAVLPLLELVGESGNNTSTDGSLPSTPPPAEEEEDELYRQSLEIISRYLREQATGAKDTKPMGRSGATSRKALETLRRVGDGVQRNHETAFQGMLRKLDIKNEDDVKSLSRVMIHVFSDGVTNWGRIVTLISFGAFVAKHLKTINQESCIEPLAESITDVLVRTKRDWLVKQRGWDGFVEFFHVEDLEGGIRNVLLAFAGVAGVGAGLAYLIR
# Mcl1-Bid inh: disrupts binding of human Mcl-1 to Bid peptide; Q07820; TR-FRET Mcl-1/Bid-Dy647 peptide binding, 1536-well; inhibition, % at 21.7 µM; 0.97% of 220,000 active; AID 1021;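 active means compounds that cut the binding signal by more than half at the single screening dose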;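 further: His-tagged Mcl-1 with europium anti-His antibody binding Bid BH3 peptide; 0% = Mcl-1 plus peptide wells and 100% = peptide-only wells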
# Avidin bead fluor: avidin bead compound fluorescence profile; Avidin beads, compound fluorescence 488/530 nm, flow cytometry; active compounds read high; fluorescence (KMESF) at 10 µM; 0.38% of 220,000 active; AID 1775; in the data active means fluorescence above about 47; further: inactives centre near 10
# Pf gametocyte: inhibitors of late stage P. falciparum gametocyte viability; 0.065% of 150,000 active; P. falciparum stage V gametocytes, ATP luminescence, 24 h; AID 743093; inhibition, % at 10.9 µM;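 active means inhibition above the mean plus 3 SD of compounds within the control limits, set per campaign, cut at about 38% in these data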;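 further: 0% = DMSO wells and 100% = medium only without gametocytes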
# An asterisk follows results filed as active; / = no result given.
# Start of the data: the first 13 entries (preview)
SMILES,Mcl1 Noxa PPI,Mcl1-Bid inh,Avidin bead fluor,Pf gametocyte
CC(=Nc1ccccc1N)c1c(O)n(C)c(=O)n(C)c1=O,/,/,/,-5.9
c1cc(CNCCc2ccc3c(c2)OCO3)ccn1,/,/,/,9.2
CCCCCCn1c(=O)c(C(=O)Nc2ncccc2O)c(O)c2ccccc21,/,/,/,-3.8
CCCCCn1c(=O)c(C(=O)Nc2cccc(C)n2)c(O)c2ccccc21,/,/,/,-3.2
CN1CCN(Cc2c(F)cccc2Cl)CC1,/,/,/,6.1
COC(=O)C1=C(c2cccc(OCc3ccccc3)c2)C[C@@H]2CC[C@H]1N2C(=O)NCCOc1ccccc1,/,/,/,-12.8
CCOC(=O)[C@]12Cc3c(cc(OC)c(OC)c3OC)[C@H]1N(Cc1ccccc1)C(=O)c1ccccc12,/,/,/,14.3
C[C@H]1[C@@H](c2ccccc2)O[C@@H](c2ccccc2Br)N1C,/,/,/,9.6
COC(=O)C1=C(N)OC(C)=C(C(C)=O)C12C(=O)N(C)c1ccccc12 (configuration not stated),/,/,/,16.3
CN1CCN(c2ccc3c(c2)S(=O)(=O)c2ccccc2C3=O)CC1,/,/,/,5.3
COC(=O)C1=C(c2cccc(OC)c2OC)C[C@@H]2CC[C@H]1N2C(=O)NCCNC(C)=O,/,/,/,-11.7
CC(N)Cc1c[nH]c2ccc(Cl)cc12 (configuration not stated),/,/,/,13.6
CCOC(=O)[C@]12Cc3cc(N(C)C)ccc3[C@H]1N(Cc1ccccc1)C(=O)c1ccccc12,/,/,/,-56.4

# The whole of this part (from the top)
SMILES,Mcl1 Noxa PPI,Mcl1-Bid inh,Avidin bead fluor,Pf gametocyte
CC(=Nc1ccccc1N)c1c(O)n(C)c(=O)n(C)c1=O,/,/,/,-5.9
c1cc(CNCCc2ccc3c(c2)OCO3)ccn1,/,/,/,9.2
CCCCCCn1c(=O)c(C(=O)Nc2ncccc2O)c(O)c2ccccc21,/,/,/,-3.8
CCCCCn1c(=O)c(C(=O)Nc2cccc(C)n2)c(O)c2ccccc21,/,/,/,-3.2
CN1CCN(Cc2c(F)cccc2Cl)CC1,/,/,/,6.1
COC(=O)C1=C(c2cccc(OCc3ccccc3)c2)C[C@@H]2CC[C@H]1N2C(=O)NCCOc1ccccc1,/,/,/,-12.8
CCOC(=O)[C@]12Cc3c(cc(OC)c(OC)c3OC)[C@H]1N(Cc1ccccc1)C(=O)c1ccccc12,/,/,/,14.3
C[C@H]1[C@@H](c2ccccc2)O[C@@H](c2ccccc2Br)N1C,/,/,/,9.6
COC(=O)C1=C(N)OC(C)=C(C(C)=O)C12C(=O)N(C)c1ccccc12 (configuration not stated),/,/,/,16.3
CN1CCN(c2ccc3c(c2)S(=O)(=O)c2ccccc2C3=O)CC1,/,/,/,5.3
COC(=O)C1=C(c2cccc(OC)c2OC)C[C@@H]2CC[C@H]1N2C(=O)NCCNC(C)=O,/,/,/,-11.7
CC(N)Cc1c[nH]c2ccc(Cl)cc12 (configuration not stated),/,/,/,13.6
CCOC(=O)[C@]12Cc3cc(N(C)C)ccc3[C@H]1N(Cc1ccccc1)C(=O)c1ccccc12,/,/,/,-56.4
COc1ccccc1-n1c(/C=C/c2ccc(O)cc2)nc2ccccc2c1=O,/,/,/,-5.0
COc1ccccc1N1CCN(Cc2ccc(Br)cc2)CC1,/,/,/,0.3
c1ccc(CC2CCCCN2)cc1 (configuration not stated),/,/,/,-4.5
CCCNC(=O)N1[C@H]2CC[C@@H]1C(C(=O)OC)=C(c1ccccc1)C2,/,/,/,0.3
COC(=O)C1=C(c2ccccc2OCc2ccccc2)C[C@@H]2CC[C@H]1N2C(=O)NCc1ccc(C(F)(F)F)cc1,/,/,/,-18.0
COC(=O)C1=C(c2ccc(S(C)(=O)=O)cc2)C[C@@H]2CC[C@H]1N2C(=O)N1CCCCC1,/,/,/,-29.2
O=c1cccc2n1CC1CC2CN(c2ncnc3c2cnn3-c2ccc(Cl)cc2)C1 (configuration not stated),/,/,/,10.9
CCOC(=O)[C@]12Cc3cc4c(cc3[C@H]1N(Cc1ccccc1)C(=O)c1ccccc12)OCO4,/,/,/,-13.1
Cc1nc2ccccc2c(=O)n1-c1cc([N+](=O)[O-])cc([N+](=O)[O-])c1,/,/,/,-6.0
COC(=O)C1=C(c2cccc(OC)c2OC)C[C@@H]2CC[C@H]1N2C(=O)NCc1cccc2ccccc12,/,/,/,-31.8
CCOc1ccc(CN2CCCC(C(=O)c3ccccc3OC)C2)cc1 (configuration not stated),/,/,/,-6.2
COC(=O)C1=C(c2ccc(S(C)(=O)=O)cc2)C[C@@H]2CC[C@H]1N2C(=O)NC(C)C,/,/,/,-8.8
COc1ccc(-c2nn(CCC#N)cc2C(=O)Nc2ccccc2Cl)cc1,/,/,/,-4.0
COC(=O)C1=C(c2ccc(C(C)=O)cc2)C[C@@H]2CC[C@H]1N2C(=O)NCc1ccco1,/,/,/,-6.2
O=Cc1cn(Cc2c(F)cccc2Cl)nc1-c1ccccc1,/,/,/,2.6
COC(=O)C1=C(c2ccccc2)C[C@@H]2CC[C@H]1N2C,/,/,/,-11.3
Cc1cc(O)c2c3c(c(=O)oc2c1)CCC(C)C3 (configuration not stated),/,/,/,4.0
O=S(=O)(c1ccccc1)N1CCN2CCCC2C1 (configuration not stated),/,/,/,-11.0
N#Cc1ccc(Cn2cc(C=O)c3ccccc32)cc1,/,/,/,19.0
COC(=O)C1=C(c2cc3ccccc3s2)C[C@@H]2CC[C@H]1N2C(=O)NCCO,/,/,/,-6.5
O=C1NC(=S)NC(=O)C1=Cc1ccc(Br)s1,/,/,/,-4.1
COc1ccc(CCNC2CCCCCC2)cc1,/,/,/,22.0
COC(=O)C1=C(c2ccc(OC)c(OC)c2)C[C@@H]2CC[C@H]1N2C(=O)N1CCc2cc(OC)c(OC)cc2C1,/,/,/,-22.8
COC(=O)C1=C(c2ccc(F)cc2OCc2ccccc2)C[C@@H]2CC[C@H]1N2C(=O)NCCN1CCOCC1,/,/,/,-9.8
COc1ccc(-[n+]2c(-c3ccccc3)cc(-c3ccc(C)cc3)cc2-c2ccccc2)cc1,/,/,/,2.4
COc1ccc(NC(=O)c2cn(CCC#N)nc2-c2cccc(Br)c2)cc1,/,/,/,2.5
O=c1[nH]c(CN2CC=C(c3ccccc3)CC2)nc2scc(-c3ccccc3)c12,-23.7,-38.3,/,-1.9
COc1cccc(N=Nc2c(O)[nH]c(=S)[nH]c2=O)c1,24.7,-55.9,8,7.0
O=c1[nH]c(=S)[nH]c(O)c1N=Nc1ccc(SC(F)F)cc1,47.1,-24.7,8,1.9
C=CCn1c(O)c(C(C)=NCCN2CCN(C(=S)NC)CC2)c(=O)[nH]c1=O,13.8,-49.8,3,8.2
O=C(N/N=C/c1c(O)n(-c2cccc3ccccc23)c(=O)[nH]c1=O)c1ccncc1,-4.6,-45.3,8,0.9
C/C(=N\N=C(N)N)c1ccccc1,15.5,-16.4,7,-1.6
CCCCCCC(=O)N/N=C/c1c(O)n(CCCC)c(=S)[nH]c1=O,-79.6,-96.5,6,19.7
COc1ccc(-n2c(-c3ccc(C)cc3)nc3ccccc3c2=O)cc1,3.9,-19.2,8,-16.7
CCOc1ccc(-c2c(C)n(-c3ccc(OCC)cc3)c3[n+]2CCCCC3)cc1,-14.2,-19.4,7,0.0

# Quoted from the listing:
# O=c1[nH]c(=S)[nH]c(O)c1N=Nc1ccc(SC(F)F)cc1 – Avidin bead fluor: 8
# O=C(N/N=C/c1c(O)n(-c2cccc3ccccc23)c(=O)[nH]c1=O)c1ccncc1 – Avidin bead fluor: 8

# More structures follow.
SMILES,Mcl1 Noxa PPI,Mcl1-Bid inh,Avidin bead fluor,Pf gametocyte
C/C(=N\N1CCCCCC1)c1c(O)n(C2CCCCC2)c(=O)[nH]c1=O,11.0,3.9,4,12.7
CC1(CCl)CN1S(=O)(=O)c1ccccc1 (configuration not stated),23.1,-30.6,5,23.1
Cn1cnnc1Sc1cc(N2CCNCC2)ccc1[N+](=O)[O-],3.8,-5.3,3,-22.8
Cn1cccc1/C=C1/C(=O)NC(=S)N(Cc2ccc(F)cc2)C1=O,33.5,-40.2,10,1.8
CCN(CC)CCN/N=C(\C)c1c(O)[nH]c(=O)[nH]c1=O,5.4,-9.3,9,3.5
CCCCCCC(=O)N/N=C/c1c(O)n(C(C)CC)c(=S)[nH]c1=O (configuration not stated),-86.9,-89.1,10,-3.1
Cc1ccc(-n2c(C)nc3ccccc3c2=O)c(C)c1,4.9,-6.8,9,-21.9
O=c1[nH]c(=O)n(CCc2ccccc2)c(O)c1C=NC1CC1,3.8,-18.2,7,2.0
CCCCC(=O)N/N=C/c1c(O)n(-c2ccccc2)c(=O)[nH]c1=O,-146.9,-74.5,7,-13.7
c1cnc2c(c1)ccc1ncccc12,-13.5,-9.7,10,31.9
CCCCCCn1c(O)c(C=Nc2ccccc2N2CCOCC2)c(=O)[nH]c1=S,-23.6,-18.6,9,3.9
Cn1cccc1/C=C1/C(=O)NC(=O)N(Cc2ccc(F)cc2)C1=O,21.9,-13.2,11,-17.4
CC(=O)Nc1ccc([As](=O)(O)c2ccc([N+](=O)[O-])cc2)cc1,2.2,1.7,8,-16.6
O=c1[nH]c(=S)n(Cc2ccc(F)cc2)c(O)c1C=NCc1ccc2c(c1)OCO2,-2.8,-13.1,8,7.8
CCN(CCO)c1ccc(N=Cc2c(O)n(C)c(=S)[nH]c2=O)cc1,40.7,20.9,9,-16.4
N#CC(C#N)=NNc1ccc(S(N)(=O)=O)cc1,87.9*,-149.6,7,-3.4
Nc1nnc(P(c2ccccc2)c2ccccc2)s1,17.6,-130.6,5,-5.0
CN(C)C(=O)O/N=C(\N)COc1ccc(C(C)(C)C)cc1,-6.7,1.3,7,8.7
CC(=O)N1N=C2C3CCN(CC3)C2C1c1ccc(Br)cc1 (configuration not stated),-2.0,-10.0,8,-11.4
COC(=O)C(O)(c1ccc(NC(=O)c2cccs2)cc1)C(F)(F)F (configuration not stated),21.7,6.8,4,-2.9
O=c1[nH]c(=S)n(-c2ccc(Cl)cc2)c(O)c1/C=N/N1CCOCC1,-6.6,-27.1,7,5.2
C=CCn1c(O)c(C(C)=NCCCN(C)C)c(=O)[nH]c1=O,7.6,-11.1,8,-9.8
COC(=O)c1ccccc1OP(=O)(c1cccc([N+](=O)[O-])c1)c1cccc([N+](=O)[O-])c1,-0.3,-7.5,5,-11.6
COc1ccc(CN2C(=O)NC(=O)/C(=C/c3ccoc3)C2=O)cc1,33.8,-69.7,5,14.6
Cc1nc2ccccc2c(=O)n1-c1ccncc1,-15.3,-32.8,7,12.2
OCC[n+]1c2ccccc2nc2ccc(N3CCOCC3)cc21,27.0,-26.5,9,-4.1
CCC(=O)OC1(Cc2ccc(CC)cc2)CC(C)N(C)CC1C (configuration not stated),-15.9,3.3,10,-26.8
CCC(=NCc1ccco1)c1c(O)n(-c2ccc(Cl)cc2)c(=O)[nH]c1=O,9.0,-3.3,7,8.7
CN(C)CC1Oc2ccccc2OC1(O)c1ccccc1 (configuration not stated),14.3,-15.9,6,1.2
CCn1c(O)c(/C=N/NC(=O)c2ccccc2)c(=O)n(CC)c1=S,-109.2,-48.7,6,-5.5
CCC(=NCc1cc(OC)cc(OC)c1)c1c(O)[nH]c(=O)[nH]c1=O,-1.7,-21.8,7,-20.6
CCOC(=O)C(O)(c1ccc(N=c2ccccn2C)cc1)C(F)(F)F (configuration not stated),-10.1,-37.0,7,-7.3
O=c1[nH]c(O)c(C=Nc2ccccc2Sc2ccccc2)c(=O)[nH]1,-2.8,-51.7,7,-11.4
Cc1nc2ccccc2c(=O)n1-c1ccc(Br)cn1,-13.4,-10.0,12,-2.3
CC(C)n1c(O)c(C=NCc2cccnc2)c(=O)[nH]c1=S,-3.9,-76.8,4,1.4
CCN1C(=O)N(CC)C(=O)C2(Cc3ccccc3N3CCN(c4ccccc4)CC32)C1=O (configuration not stated),-7.6,-42.5,9,-29.7
CCOP(=O)(OCC)C(O)c1ccccc1 (configuration not stated),-3.7,-20.7,4,-2.3
Cc1cc(NC(=O)C(Cl)(Cl)Cl)no1,-13.3,-15.1,16,7.8
C/C(=N\N1CCCCCC1)c1c(O)n(-c2ccc(Cl)cc2)c(=O)[nH]c1=O,-3.2,-21.4,22,-10.3
O=c1c2ccccc2nc(Cc2ccccc2)n1-c1ccccc1O,13.3,18.3,5,8.2
CNC(C(=O)c1ccccc1)C(OC)c1cccc([N+](=O)[O-])c1 (configuration not stated),7.2,1.4,4,32.4
CN(c1ccc(OCC(=O)N2CCN(C/C=C/c3ccccc3)CC2)cc1)S(=O)(=O)c1cccs1,16.7,-8.7,8,-16.1
CC/C(=N\NC(=O)c1ccccc1O)c1c(O)n(Cc2ccccc2)c(=O)[nH]c1=O,2.7,7.8,7,-3.5
Cc1cccc(-n2c(O)c(C=NCCN3CCCCC3)c(=O)[nH]c2=O)c1,-9.5,-10.2,8,-1.5
CCCC12CN3CCN(C1)CC(CCC)(C3)C2=O,5.1,-13.9,3,1.3
C=CCSc1nc2c(c(-c3ccsc3)c1C#N)CN(C)CC2,31.2,-33.0,5,9.0

# Not all compounds are listed (hit frequency here may not be typical).
